PAFAH1B2 FP inh – blocks human PAF acetylhydrolase 1b catalytic subunit 2; actives 1.2% (n = 340,000); P68402; recombinant PAFAH1B2, FP-rhodamine activity probe, fluorescence polarization; inhibition, % at 3.39 µM;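 active means inhibition above the mean of all tested compounds plus 3 SD, cut at about 24% in these data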;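 further: 0% = enzyme with DMSO and 100% = wells lacking PAFAH1B2; many of its hits are not listed in these tables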
Target sequence (P68402 whole entry, looked up): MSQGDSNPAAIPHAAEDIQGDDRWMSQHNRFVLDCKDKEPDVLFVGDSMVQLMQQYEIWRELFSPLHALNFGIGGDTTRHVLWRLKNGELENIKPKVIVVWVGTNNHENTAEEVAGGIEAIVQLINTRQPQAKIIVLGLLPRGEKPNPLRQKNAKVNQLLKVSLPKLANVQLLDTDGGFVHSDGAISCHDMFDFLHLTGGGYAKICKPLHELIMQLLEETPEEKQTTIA
PAFAH2 inh – PAFAH2 (human) inhibition; Q99487; recombinant PAFAH2, FP-rhodamine activity probe, fluorescence polarization; inhibition, % at 3.39 µM; actives 0.99% (n = 340,000);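 active means inhibition above the mean over all tested compounds plus 3 SD, cut at about 30% in these data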;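 further: inhibitors block probe labeling of enzyme so polarization drops; 0% = enzyme with DMSO and 100% = wells lacking PAFAH2 protein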
PAFAH1B3 inh – PAFAH1B3 (human) inhibition | recombinant PAFAH1B3, FP-rhodamine probe, fluorescence polarization | inhibition, % at 3.39 µM | actives 0.28% (n = 340,000) | Q15102;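 active means inhibition above the screen-wide average of all tested compounds plus 3 SD, cut at about 25% in these data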;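 further: 0% = enzyme with DMSO only and 100% = wells lacking PAFAH1B3 protein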
Target sequence (Q15102 whole entry, looked up): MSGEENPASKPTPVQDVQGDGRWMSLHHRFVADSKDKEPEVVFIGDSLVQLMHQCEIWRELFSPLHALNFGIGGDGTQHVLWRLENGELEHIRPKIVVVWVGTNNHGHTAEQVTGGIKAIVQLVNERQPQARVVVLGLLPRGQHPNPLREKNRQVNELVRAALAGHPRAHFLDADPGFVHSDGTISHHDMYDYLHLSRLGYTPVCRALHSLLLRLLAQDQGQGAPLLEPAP
LYPLA1 inh – LYPLA1 (human) inhibition in PME1 counter-screen; recombinant LYPLA1, FP-Rh probe fluorescence polarization; inhibition, % at 5.9 µM; O75608; actives 0.16% (n = 320,000);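 active means inhibition above the mean of all tested compounds plus 3 SD, set per campaign, cut at about 14% in these data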;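 further: inhibitors block serine hydrolase probe labeling of LYPLA1 so polarization falls; 0% = enzyme with DMSO and 100% = wells lacking LYPLA1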
GSTO1 counter – counter-screen for RBBP9 inhibitors: inhibitors of human GSTO1; recombinant GSTO1, activity-based probe fluorescence polarization; inhibition, % at 5.96 µM; actives 1.1% (n = 300,000);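 active means inhibition above the campaign mean inhibition plus 3 SD, cut at about 35% in these data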;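 further: 0% = GSTO1-1 with DMSO and 100% = wells lacking GSTO1-1 enzyme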
Target sequence (P78417 whole entry, looked up): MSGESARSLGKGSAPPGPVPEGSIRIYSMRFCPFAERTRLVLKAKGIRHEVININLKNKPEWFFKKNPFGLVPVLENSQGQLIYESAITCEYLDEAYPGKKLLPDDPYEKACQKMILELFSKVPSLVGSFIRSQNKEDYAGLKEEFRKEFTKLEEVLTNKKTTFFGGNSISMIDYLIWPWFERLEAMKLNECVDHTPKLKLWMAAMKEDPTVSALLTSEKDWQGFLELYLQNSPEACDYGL
PME-1 inh – PME-1 (human) inhibition; recombinant PME-1, FP-Rh probe fluorescence polarization; inhibition, % at 5.9 µM; actives 0.53% (n = 320,000); AID 2130;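 active means inhibition above the campaign mean of all compounds plus 3 SD, cut at about 26% in these data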;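 further: competitive labeling of PME-1 active site by serine hydrolase directed probe; 0% = PME-1 with DMSO and 100% = wells lacking PME-1 enzyme; inhibitors block probe labeling so polarization falls and inhibition rises; many of its hits are not listed in these tables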
LYPLA2 inh – LYPLA2 (human) inhibition in PME1 counter-screen; actives 0.38% (n = 320,000); recombinant LYPLA2, FP-Rh probe fluorescence polarization; inhibition, % at 5.9 µM; O95372;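 active means inhibition above the screen-wide mean plus 3 SD, limit set per campaign, cut at about 26% in these data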;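 further: 0% = LYPLA2 with DMSO and 100% = wells lacking LYPLA2 enzyme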
Target sequence (O95372 whole entry, looked up): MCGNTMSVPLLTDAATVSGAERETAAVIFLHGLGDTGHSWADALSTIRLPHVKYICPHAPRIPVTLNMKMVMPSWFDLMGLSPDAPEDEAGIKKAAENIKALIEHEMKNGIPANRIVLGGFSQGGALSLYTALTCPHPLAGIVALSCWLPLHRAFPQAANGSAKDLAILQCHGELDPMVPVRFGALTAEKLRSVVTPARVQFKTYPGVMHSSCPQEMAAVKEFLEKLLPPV
PAD4 FP inh – PAD4 (human) enzyme inhibition; recombinant PAD4, RCA probe fluorescence polarization; inhibition, % at 6.36 µM; actives 0.41% (n = 330,000); AID 485272;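 active means percent inhibition above a cutoff equal to the mean of all tested compounds plus 3 SD, cut at about 15% in these data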;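 further: 0% = PAD4 with RCA probe and DMSO and 100% = probe without PAD4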
pPAFAH inh – inhibitors of human plasma PAF acetylhydrolase (pPAFAH); Q13093; recombinant pPAFAH, FP-rhodamine probe fluorescence polarization; inhibition, % at 3.39 µM; actives 1.5% (n = 330,000); AID 463082;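 active means inhibition above the mean inhibition across the screen plus 3 SD, cut at about 25% in these data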;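 further: inhibitors block binding of the rhodamine activity-based probe so polarization drops; 0% = enzyme with DMSO and 100% = wells lacking pPAFAH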
Starred values were filed as active, the others as inactive. Some of the compounds tested (hit frequency here may not be typical).

How did CCOc1ccc2c(c1)s/c(=N\S(=O)(=O)c1ccc(OC)cc1)n2C(F)F do in these assays?
PAFAH1B2 FP inh: 1; PAFAH2 inh: -4; PAFAH1B3 inh: -1; LYPLA1 inh: -3; GSTO1 counter: 6; PME-1 inh: 6; LYPLA2 inh: 5; PAD4 FP inh: -1; pPAFAH inh: 0

Results for O=C(NC1CCCCC1)C(c1ccc(F)cc1)N(CCc1ccccc1)C(=O)CN1C(=O)c2ccccc2S1(=O)=O (stereo not given) ?
PAFAH1B2 FP inh: 1; PAFAH2 inh: -4; PAFAH1B3 inh: -3; LYPLA1 inh: 2; GSTO1 counter: -3; PME-1 inh: -4; LYPLA2 inh: 3; PAD4 FP inh: -3; pPAFAH inh: 4

What do the screens show for `O=C(Nc1sc2c(c1C(=O)c1ccccc1)CCCC2)c1cccnc1`?
PAFAH1B2 FP inh: -2; PAFAH2 inh: 0; PAFAH1B3 inh: 0; LYPLA1 inh: 3; GSTO1 counter: 3; PME-1 inh: -6; LYPLA2 inh: -4; PAD4 FP inh: -3; pPAFAH inh: 1

What do the screens show for `Cc1cc(C)c2ccc(NN)nc2c1O`?
PAFAH1B2 FP inh: 13; PAFAH2 inh: 8; PAFAH1B3 inh: 19; LYPLA1 inh: 0; GSTO1 counter: -16; PME-1 inh: 0; LYPLA2 inh: 5; PAD4 FP inh: -2; pPAFAH inh: 5

What do the screens show for `COc1cc(C2OC(c3cc(OC)c(OC)c(OC)c3)C(C)C2C)cc(OC)c1OC` (stereo not given)?
PAFAH1B2 FP inh: 8; PAFAH2 inh: 7; PAFAH1B3 inh: 4; LYPLA1 inh: 3; GSTO1 counter: -6; PME-1 inh: -2; LYPLA2 inh: 8; PAD4 FP inh: 1; pPAFAH inh: 7

What do the screens show for `COc1ccc(C2(c3ccc(OC(C)=O)cc3OC(C)=O)CC(c3ccccc3)NC(=S)N2)cc1` (stereo not given)?
PAFAH1B2 FP inh: 0; PAFAH2 inh: -5; PAFAH1B3 inh: 4; LYPLA1 inh: 4; GSTO1 counter: -6; PME-1 inh: -10; LYPLA2 inh: -1; PAD4 FP inh: 2; pPAFAH inh: 3

Results for COC(=O)c1sc(SC)c(S(=O)(=O)C(C)C)c1N ?
PAFAH1B2 FP inh: 8; PAFAH2 inh: 2; PAFAH1B3 inh: 5; LYPLA1 inh: 4; GSTO1 counter: 4; PME-1 inh: 7; LYPLA2 inh: 7; PAD4 FP inh: -2; pPAFAH inh: 3

What do the screens show for `CC1CCN(S(=O)(=O)c2ccc(NC(=S)NC(=O)c3ccc(Cl)cc3)cc2)CC1`?
PAFAH1B2 FP inh: 1; PAFAH2 inh: 0; PAFAH1B3 inh: 5; LYPLA1 inh: -3; GSTO1 counter: -12; PME-1 inh: -4; LYPLA2 inh: -2; PAD4 FP inh: -5; pPAFAH inh: -1

How did Cc1c(/C=N/N=C2\CCC3C4CCc5cc(O)ccc5C4CCC23C)cnn1C (stereo not given) do in these assays?
PAFAH1B2 FP inh: -6; PAFAH2 inh: 4; PAFAH1B3 inh: 0; LYPLA1 inh: -2; GSTO1 counter: -6; PME-1 inh: -5; LYPLA2 inh: 0; PAD4 FP inh: -2; pPAFAH inh: -3

How did Cc1csc(NC(=O)C2CSC3(C)CCC(=O)N23)n1 (stereo not given) do in these assays?
PAFAH1B2 FP inh: 5; PAFAH2 inh: -6; PAFAH1B3 inh: 7; LYPLA1 inh: -2; GSTO1 counter: -2; PME-1 inh: -2; LYPLA2 inh: -1; PAD4 FP inh: 2; pPAFAH inh: -2

What do the screens show for `COC(=O)CN1C(=O)N/C(=C/c2ccc(C)o2)C1=O`?
PAFAH1B2 FP inh: 1; PAFAH2 inh: 3; PAFAH1B3 inh: 10; LYPLA1 inh: 5; GSTO1 counter: 13; PME-1 inh: 9; LYPLA2 inh: 7; PAD4 FP inh: 16*; pPAFAH inh: 3

Results for OCCCc1nc2n(n1)C(c1ccccc1Cl)C=C(c1cccs1)N2 (stereo not given) ?
PAFAH1B2 FP inh: 5; PAFAH2 inh: -1; PAFAH1B3 inh: 11; LYPLA1 inh: -3; GSTO1 counter: 3; PME-1 inh: -10; LYPLA2 inh: 0; PAD4 FP inh: -2; pPAFAH inh: -1

What do the screens show for `O=C(CCCCCC(=O)N(CCO)CCO)N(CCO)CCO`?
PAFAH1B2 FP inh: -3; PAFAH2 inh: -3; PAFAH1B3 inh: 3; LYPLA1 inh: -3; GSTO1 counter: -1; PME-1 inh: 0; LYPLA2 inh: -2; PAD4 FP inh: 3; pPAFAH inh: 3

What do the screens show for `COc1ccc(C(=O)NN(C)c2nc(-c3ccccc3)cc(C)c2S(C)(=O)=O)cc1`?
PAFAH1B2 FP inh: 2; PAFAH2 inh: -2; PAFAH1B3 inh: 1; LYPLA1 inh: 1; GSTO1 counter: 1; PME-1 inh: 0; LYPLA2 inh: -3; PAD4 FP inh: -4; pPAFAH inh: 4

How did OC(COc1ccccc1)CN(Cc1ccccc1)CC(O)COc1ccccc1 (stereo not given) do in these assays?
PAFAH1B2 FP inh: 8; PAFAH2 inh: 1; PAFAH1B3 inh: 1; LYPLA1 inh: -1; GSTO1 counter: 11; PME-1 inh: 7; LYPLA2 inh: 2; PAD4 FP inh: 7; pPAFAH inh: 6

How did CCN(CC)C(=O)Cn1nnc(-c2ccc(S(C)(=O)=O)cc2)n1 do in these assays?
PAFAH1B2 FP inh: 3; PAFAH2 inh: -9; PAFAH1B3 inh: 4; LYPLA1 inh: 0; GSTO1 counter: -4; PME-1 inh: -3; LYPLA2 inh: -2; PAD4 FP inh: 1; pPAFAH inh: 2

What do the screens show for `CNC(=S)N/N=C/c1ccc(-c2cccc(C(=O)O)c2)o1`?
PAFAH1B2 FP inh: 10; PAFAH2 inh: 2; PAFAH1B3 inh: 5; LYPLA1 inh: 1; GSTO1 counter: -16; PME-1 inh: 5; LYPLA2 inh: -1; PAD4 FP inh: -2; pPAFAH inh: 6

Results for CCOC(=O)C1CCN(C(=O)COc2ccc(S(=O)(=O)N3CCOCC3)cc2)CC1 ?
PAFAH1B2 FP inh: 5; PAFAH2 inh: -3; PAFAH1B3 inh: 0; LYPLA1 inh: -3; GSTO1 counter: 2; PME-1 inh: -3; LYPLA2 inh: 0; PAD4 FP inh: -3; pPAFAH inh: 11

How did COc1ccc(OC)c(C2Nc3c(Cl)ccc(C(=O)O)c3C3C=CCC32)c1 (stereo not given) do in these assays?
PAFAH1B2 FP inh: 2; PAFAH2 inh: 4; PAFAH1B3 inh: 2; LYPLA1 inh: -1; GSTO1 counter: 20; PME-1 inh: -2; LYPLA2 inh: -1; PAD4 FP inh: -3; pPAFAH inh: 25*

How did O=C(O)C1CCN(S(=O)(=O)c2ccc(N3CCOCC3)c([N+](=O)[O-])c2)CC1 do in these assays?
PAFAH1B2 FP inh: 3; PAFAH2 inh: -5; PAFAH1B3 inh: 7; LYPLA1 inh: 4; GSTO1 counter: 3; PME-1 inh: 3; LYPLA2 inh: 2; PAD4 FP inh: -4; pPAFAH inh: 7

Results for OCCC1CN(Cc2ccc(Oc3ncccn3)cc2)CCN1C1CCCC1 (stereo not given) ?
PAFAH1B2 FP inh: 3; PAFAH2 inh: 2; PAFAH1B3 inh: 2; LYPLA1 inh: 1; GSTO1 counter: 3; PME-1 inh: -5; LYPLA2 inh: 7; PAD4 FP inh: 4; pPAFAH inh: 2

What do the screens show for `Cc1c(NC(=O)c2c(F)cccc2F)c(=O)n(-c2ccccc2)n1C`?
PAFAH1B2 FP inh: 5; PAFAH2 inh: 2; PAFAH1B3 inh: -1; LYPLA1 inh: 1; GSTO1 counter: 3; PME-1 inh: -4; LYPLA2 inh: 4; PAD4 FP inh: 3; pPAFAH inh: 3

What do the screens show for `N#CCSc1nnc(COc2cccc3ccccc23)n1-c1ccccc1`?
PAFAH1B2 FP inh: 12; PAFAH2 inh: 6; PAFAH1B3 inh: -1; LYPLA1 inh: -1; GSTO1 counter: -4; PME-1 inh: 1; LYPLA2 inh: 2; PAD4 FP inh: -1; pPAFAH inh: 5

Results for O=C(NC1CCCCC1)Nn1c(-c2ccccc2)nc2ccccc2c1=O ?
PAFAH1B2 FP inh: 2; PAFAH2 inh: 7; PAFAH1B3 inh: 3; LYPLA1 inh: -6; GSTO1 counter: 0; PME-1 inh: -1; LYPLA2 inh: -6; PAD4 FP inh: -2; pPAFAH inh: 0

How did COC(=O)c1oc2ccc(Br)cc2c1-n1cccc1 do in these assays?
PAFAH1B2 FP inh: 4; PAFAH2 inh: -4; PAFAH1B3 inh: 6; LYPLA1 inh: -1; GSTO1 counter: 2; PME-1 inh: -7; LYPLA2 inh: -2; PAD4 FP inh: -6; pPAFAH inh: 0

How did COc1ccc(CCC(=O)Nc2ccc(OC)c(S(=O)(=O)N3CCCCC3)c2)cc1OC do in these assays?
PAFAH1B2 FP inh: 5; PAFAH2 inh: -2; PAFAH1B3 inh: -5; LYPLA1 inh: 6; PME-1 inh: -2; LYPLA2 inh: 7; PAD4 FP inh: -2; pPAFAH inh: 4

How did OCCC1CN(Cc2cccn2-c2nccs2)CCN1Cc1ccc(F)c(F)c1 (stereo not given) do in these assays?
PAFAH1B2 FP inh: 3; PAFAH2 inh: 0; PAFAH1B3 inh: 10; LYPLA1 inh: -1; GSTO1 counter: 12; PME-1 inh: -5; LYPLA2 inh: 0; PAD4 FP inh: -8; pPAFAH inh: 20

What do the screens show for `O=C(NCc1cc(C(F)(F)F)ccc1Cl)c1cccc2c1C(=O)c1ccc(N3CCC(Cc4ccccc4)CC3)cc1S2(=O)=O`?
PAFAH1B2 FP inh: -2; PAFAH2 inh: -7; PAFAH1B3 inh: -4; PAD4 FP inh: -1; pPAFAH inh: -1

What do the screens show for `Cc1ccc([N+](=O)[O-])cc1NC(=O)CSc1nncn1-c1ccccn1`?
PAFAH1B2 FP inh: 6; PAFAH2 inh: -5; PAFAH1B3 inh: 1; LYPLA1 inh: 1; GSTO1 counter: 3; PME-1 inh: 5; LYPLA2 inh: 3; PAD4 FP inh: 1; pPAFAH inh: 5

What do the screens show for `Cc1cc(NC(=O)CCC(=O)N(Cc2ccco2)C(C(=O)NC2CCCCC2)c2cccs2)no1` (stereo not given)?
PAFAH1B2 FP inh: 4; PAFAH2 inh: -5; PAFAH1B3 inh: 8; LYPLA1 inh: -3; GSTO1 counter: 6; PME-1 inh: -5; LYPLA2 inh: -2; PAD4 FP inh: -2; pPAFAH inh: -2

How did O=C(O)Cc1ccc(C(=O)c2ccccc2)s1 do in these assays?
PAFAH1B2 FP inh: 2; PAFAH2 inh: -4; PAFAH1B3 inh: 5; LYPLA1 inh: 3; GSTO1 counter: -6; PME-1 inh: -6; LYPLA2 inh: 1; PAD4 FP inh: 5; pPAFAH inh: 2

Results for Cc1cccc(Cl)c1OCCCCn1ccnc1 ?
PAFAH1B2 FP inh: -4; PAFAH2 inh: 0; PAFAH1B3 inh: -3; LYPLA1 inh: 1; GSTO1 counter: 4; PME-1 inh: 1; LYPLA2 inh: 6; PAD4 FP inh: 0; pPAFAH inh: 3

Results for O=c1oc2ccccc2c(O)c1/C=N/c1ccccn1 ?
PAFAH1B2 FP inh: -2; PAFAH2 inh: 2; PAFAH1B3 inh: 3; LYPLA1 inh: 2; GSTO1 counter: -7; PME-1 inh: 3; LYPLA2 inh: 9; PAD4 FP inh: -1; pPAFAH inh: 0
